S3 lipid droplet: qHTS Assay for Lipid Storage Modulators in Drosophila S3 Cells; Drosophila S3 cells, BODIPY lipid droplet fluorescence, 18-24 h; cells fed with added oleic acid; lipid storage change, negative = inhibition, % at the top dose, mostly 46.1 µM; hits show Potency in µM; 320,000 tested, 0.64% active; AID 2685; active means well fitted inhibition curve with a large enough effect in the signal ratio, with a control signal flat, not every such curve was filed as active; inconclusive means small, poorly fitted or top-dose-only effect, or effect the other way, or a change in a side signal; the % refers to the signal ratio
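Drosophila S3 cells got compounds at several concentrations plus oleic acid (400 uM solution). Laser-scanning cytometry with 488 nm excitation read lipid droplets at 500-530 nm and cells at 575-640 nm. Percent activity was relative to 20 uM Triacsin C.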
S3 lipid droplet cell count max: also measured in S3 lipid droplet; calls as there; cell number change, %; measured here: cell count max response;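 cells counted by Cell Tracker Red CMTPX staining in the red channel; peak over a dose series mostly up to 46.1 µM; percent activity relative to internal control wells on each plate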
An asterisk follows results filed as active; i = inactive; u = inconclusive; x = not tested or not shown. On the % scale 0 is the no-effect control and ±100 the full control effect; potency means the concentration at half of the fitted maximal effect. Not all compounds are listed; the hit share may differ from the screen's.

> COc1ccc(CCNC(=O)c2ccc(NS(=O)(=O)c3ccc4[nH]c(=O)[nH]c4c3)cc2)cc1OC
- S3 lipid droplet: u
- S3 lipid droplet cell count max: x
> CCOCCCNC(=O)C(c1ccc(Cl)cc1)N(Cc1cccs1)C(=O)CNC(C)=O (stereo not given)
- S3 lipid droplet: 8%
- S3 lipid droplet cell count max: 3
> CC(NC(=O)Cc1ccc(S(=O)(=O)N2CCCCC2)cc1)c1ccccc1 (stereo not given)
- S3 lipid droplet: i
- S3 lipid droplet cell count max: 3
> O=C(c1ccc(F)cc1)c1ccc(CN2C(=O)c3ccccc3C2=O)o1
- S3 lipid droplet: u
- S3 lipid droplet cell count max: x
> Cc1oc(-c2ccccc2)cc1C(=O)Nc1cccc(C(=O)O)c1
- S3 lipid droplet: u
- S3 lipid droplet cell count max: x
> CC(=O)Nc1ccc(S(=O)(=O)N2CCN(C34CC5CC(CC(C5)C3)C4)CC2)cc1
- S3 lipid droplet: 11%
- S3 lipid droplet cell count max: -11
> N#Cc1cc2c(nc1SCC(=O)Nc1sc3c(c1C#N)CCC3)CCC2
- S3 lipid droplet: u
- S3 lipid droplet cell count max: x
> Cc1ccc(NC(=O)C2CCN(C(=O)c3ccc(Cl)cc3)CC2)nc1
- S3 lipid droplet: u
- S3 lipid droplet cell count max: x
> O=C(O)C1=C[C@H](c2csc3ccccc23)C[C@H](OCCCCO)O1
- S3 lipid droplet: u
- S3 lipid droplet cell count max: x
> O=c1[nH]c(=O)n(Cc2ccco2)c2c1C(C(F)(F)F)(C(F)(F)F)N=C(CCc1ccccc1)N2
- S3 lipid droplet: u
- S3 lipid droplet cell count max: x
> Cc1ccc(S(=O)(=O)NC(=O)Nc2ccccc2)cc1
- S3 lipid droplet: -8%
- S3 lipid droplet cell count max: 0
> CCN(CC)C(=O)CSc1ncnc2sc(-c3ccccc3)cc12
- S3 lipid droplet: i
- S3 lipid droplet cell count max: 30
> C=CCn1c(SCC(=O)Nc2ccccc2)nc2scc(-c3cccs3)c2c1=O
- S3 lipid droplet: u
- S3 lipid droplet cell count max: x
> COc1ccc(C(=O)NCc2ccc3c(c2)OCO3)c(OC)c1
- S3 lipid droplet: u
- S3 lipid droplet cell count max: x
> O=C(NCCCN1CCOCC1)C(=O)N/N=C/c1ccccc1
- S3 lipid droplet: u
- S3 lipid droplet cell count max: x

Brought forward from above: 5 entries; new compounds follow.
> Cc1ccc(S(=O)(=O)NC(=O)Nc2ccccc2)cc1
- S3 lipid droplet: -8%
- S3 lipid droplet cell count max: 0
> CCN(CC)C(=O)CSc1ncnc2sc(-c3ccccc3)cc12
- S3 lipid droplet: i
- S3 lipid droplet cell count max: 30
> C=CCn1c(SCC(=O)Nc2ccccc2)nc2scc(-c3cccs3)c2c1=O
- S3 lipid droplet: u
- S3 lipid droplet cell count max: x
> COc1ccc(C(=O)NCc2ccc3c(c2)OCO3)c(OC)c1
- S3 lipid droplet: u
- S3 lipid droplet cell count max: x
> O=C(NCCCN1CCOCC1)C(=O)N/N=C/c1ccccc1
- S3 lipid droplet: u
- S3 lipid droplet cell count max: x
> CCOC(=O)C1=C(COC(=O)CNC(=O)c2cccc(C)c2)NC(=O)NC1C (stereo not given)
- S3 lipid droplet: i
- S3 lipid droplet cell count max: x
> CC1SCC(=O)N(CC(=O)Nc2ccc3c(c2)OCO3)C1=O (stereo not given)
- S3 lipid droplet: 8%
- S3 lipid droplet cell count max: 3
> O=C(Cc1ccc(Cl)cc1)Nc1cccc(-c2nnc(-c3ccco3)o2)c1
- S3 lipid droplet: u
- S3 lipid droplet cell count max: x
> c1ccc(CN=C2NN=C(c3cc4ccccc4o3)CS2)cc1
- S3 lipid droplet: u
- S3 lipid droplet cell count max: x
> CCOc1ccc(C(=O)N2CCc3cc(OC)c(OC)cc3C2)cc1OCC
- S3 lipid droplet: u
- S3 lipid droplet cell count max: x
> CCNc1nc(CC)nc2c1oc1ccccc12
- S3 lipid droplet: u
- S3 lipid droplet cell count max: x
> Cc1ccc(NC(=O)OCc2cn(-c3ccc(Cl)cc3)nn2)cc1
- S3 lipid droplet: u
- S3 lipid droplet cell count max: x
> CCOC(=O)c1cc2c(ccn2C)n1CC(=O)N1CCN(c2ccccc2)CC1
- S3 lipid droplet: u
- S3 lipid droplet cell count max: x
> N#CCOC(=O)c1c2c(nc3ccccc13)CCC2
- S3 lipid droplet: u
- S3 lipid droplet cell count max: x
> Cc1cccc(C(=O)Nc2ccc3c(c2)C(=O)NC3=O)c1
- S3 lipid droplet: i
- S3 lipid droplet cell count max: -4
> CCCCOc1ccc(Cc2n[nH]c(=S)n2N)cc1
- S3 lipid droplet: u
- S3 lipid droplet cell count max: x
> COc1cccc(C(=O)NCCS(=O)(=O)N2CCN(C(=O)c3ccco3)CC2)c1
- S3 lipid droplet: i
- S3 lipid droplet cell count max: x
> COc1ccccc1-n1cnc2cc(C(=O)NCC3CCCO3)ccc21 (stereo not given)
- S3 lipid droplet: u
- S3 lipid droplet cell count max: x
> C=CCOc1ccc(CNc2ccc(NC(=O)CCC)cc2)cc1OCC
- S3 lipid droplet: 9%
- S3 lipid droplet cell count max: 0
> Cc1ccc2[nH]c(C)c(CCN(Cc3cccnc3)C(=S)NC(C)(C)C)c2c1
- S3 lipid droplet: 2%
- S3 lipid droplet cell count max: 1

> COCCNCC(O)CON=C1c2ccccc2-c2ccccc21 (stereo not given)
- S3 lipid droplet: u
- S3 lipid droplet cell count max: x
> CN(Cc1cnn(Cc2ccccc2)c1)C(=O)c1cccc(S(=O)(=O)N2CCOCC2)c1
- S3 lipid droplet: u
- S3 lipid droplet cell count max: x
> COc1ccccc1NC(=O)CN1CCN(C(=O)c2ccco2)CC1
- S3 lipid droplet: u
- S3 lipid droplet cell count max: x
> Cc1cccc(N(C(=O)Cn2nnc(-c3ccccc3F)n2)C(C(=O)NC(C)(C)C)c2ccncc2)c1 (stereo not given)
- S3 lipid droplet: -13%
- S3 lipid droplet cell count max: -8
> O=c1ccc(-c2ccccc2)nn1Cc1ccc(F)cc1Cl
- S3 lipid droplet: u
- S3 lipid droplet cell count max: x
> CC(C/C=N/NC(=O)COc1cc(Cl)ccc1Cl)c1ccccc1 (stereo not given)
- S3 lipid droplet: i
- S3 lipid droplet cell count max: -17
> O=C(c1ccco1)N1CCN(C(=O)C2CCN(S(=O)(=O)Cc3ccccc3)CC2)CC1
- S3 lipid droplet: 3%
- S3 lipid droplet cell count max: 8
> CCOC(=O)CN1CC23C=CC(O2)C(C(=O)NCCc2ccccc2)C3C1=O (stereo not given)
- S3 lipid droplet: u
- S3 lipid droplet cell count max: x
> Cc1ccc(Nc2cc(C)nc(NCc3ccccc3)n2)cc1
- S3 lipid droplet: u
- S3 lipid droplet cell count max: x
> COc1cc(C(=O)NNC(=O)COc2ccc(Cl)cc2)ccc1OCC(=O)N1CCOCC1
- S3 lipid droplet: u
- S3 lipid droplet cell count max: x
> O=C(NCC(Cl)c1ccc2ccccc2c1)c1c(F)cccc1F (stereo not given)
- S3 lipid droplet: u
- S3 lipid droplet cell count max: x
> Cc1ccc(C)c(OCC(=O)N/N=C/c2c(C)nn(-c3ccccc3)c2Cl)c1C
- S3 lipid droplet: 5%
- S3 lipid droplet cell count max: 19
> O=C(Oc1ccc2c(c1)O/C(=C\c1ccncc1)C2=O)c1ccccc1
- S3 lipid droplet: u
- S3 lipid droplet cell count max: x
> Cn1c(CNC(=O)c2ccc(Cl)cc2)nnc1SCC(=O)NC1CCCC1
- S3 lipid droplet: u
- S3 lipid droplet cell count max: x
> Cc1cccc2nc(-c3ccccc3)nc(N3CCC(O)(c4ccc(Cl)cc4)CC3)c12
- S3 lipid droplet: u
- S3 lipid droplet cell count max: x

> CC(C)(C)C(CO)NC(=O)c1ccc[nH]1 (stereo not given)
- S3 lipid droplet: -1%
- S3 lipid droplet cell count max: 5
> O=C(CCc1ccc(S(=O)(=O)N2CCOCC2)cc1)N/N=C/c1cccc(O)c1
- S3 lipid droplet: u
- S3 lipid droplet cell count max: x
> CCOc1ccc2nc(SCC(=O)Nc3nonc3C)[nH]c2c1
- S3 lipid droplet: 0%
- S3 lipid droplet cell count max: -1
> CCn1c(C)nnc1SCC(=O)Nc1ccc(C(C)=O)cc1
- S3 lipid droplet: 7%
- S3 lipid droplet cell count max: 8
> Cc1ccccc1Cn1ccc(NC(=O)c2nc3ncccn3n2)n1
- S3 lipid droplet: i
- S3 lipid droplet cell count max: 1
> COc1ccc(C(Cl)=C(c2ccc(OC)cc2)c2ccc(OC)cc2)cc1
- S3 lipid droplet: u
- S3 lipid droplet cell count max: x
> Cc1ccc(S(=O)(=O)N2CCCCC2)cc1NC(=O)CNc1ccc(C(F)(F)F)cc1
- S3 lipid droplet: u
- S3 lipid droplet cell count max: x
> CCOc1ccc(Br)cc1C(=O)N/N=C/c1ccc([N+](=O)[O-])cc1
- S3 lipid droplet: -5%
- S3 lipid droplet cell count max: 12
> Cc1cccc(N(C(=O)c2csnn2)C(C(=O)NC2CCCCC2)c2ccccn2)c1C (stereo not given)
- S3 lipid droplet: u
- S3 lipid droplet cell count max: x
> CC(=O)N1CCN(C(=O)c2cc(S(=O)(=O)N(C)Cc3ccccc3)ccc2Cl)CC1
- S3 lipid droplet: -10%
- S3 lipid droplet cell count max: 13
> O=C(NCC1CC1)c1ccc(Oc2cc(Cl)cc(Cl)c2)o1
- S3 lipid droplet: 5%
- S3 lipid droplet cell count max: 0
> O=C(NCCCN1CCCCCC1)c1ccc(CS(=O)(=O)Cc2ccccc2F)o1
- S3 lipid droplet: 9%
- S3 lipid droplet cell count max: 6
> OCCC1CN(Cc2ccc3c(c2)CCO3)CCN1Cc1ccc(F)cc1 (stereo not given)
- S3 lipid droplet: 16%
- S3 lipid droplet cell count max: 7
> Cc1nn(CCN)c(C)c1Cl
- S3 lipid droplet: i
- S3 lipid droplet cell count max: x
> N#Cc1cnn(-c2ccc(F)cc2)c1N
- S3 lipid droplet: 10%
- S3 lipid droplet cell count max: 1

Compound profiles, from the list above. Order of screens: S3 lipid droplet, S3 lipid droplet cell count max
`CCn1c(C)nnc1SCC(=O)Nc1ccc(C(C)=O)cc1` across the screens: 7%, 8
`Cc1ccccc1Cn1ccc(NC(=O)c2nc3ncccn3n2)n1` across the screens: i, 1
`OCCC1CN(Cc2ccc3c(c2)CCO3)CCN1Cc1ccc(F)cc1` (stereo not given) across the screens: 16%, 7
`N#Cc1cnn(-c2ccc(F)cc2)c1N` across the screens: 10%, 1
`Cc1nn(CCN)c(C)c1Cl` across the screens: i, x

6 of the compounds above, with the structure last.
| S3 lipid droplet | S3 lipid droplet cell count max | SMILES |
| --- | --- | --- |
| u | x | N#Cc1cc2c(nc1SCC(=O)Nc1sc3c(c1C#N)CCC3)CCC2 |
| u | x | Cc1ccc(NC(=O)C2CCN(C(=O)c3ccc(Cl)cc3)CC2)nc1 |
| u | x | O=C(O)C1=C[C@H](c2csc3ccccc23)C[C@H](OCCCCO)O1 |
| u | x | O=c1[nH]c(=O)n(Cc2ccco2)c2c1C(C(F)(F)F)(C(F)(F)F)N=C(CCc1ccccc1)N2 |
| -8% | 0 | Cc1ccc(S(=O)(=O)NC(=O)Nc2ccccc2)cc1 |
| i | 30 | CCN(CC)C(=O)CSc1ncnc2sc(-c3ccccc3)cc12 |

Additional results
> COC(=O)c1ccc(CNC(=O)Cn2nnnc2CN(C)C(C)C)cc1
- S3 lipid droplet: -25%
- S3 lipid droplet cell count max: 8
> Cn1c(N)c(N=O)c(=O)n(C)c1=O
- S3 lipid droplet: u
- S3 lipid droplet cell count max: x
> CCC(=O)Nc1cccc(-c2cn3cccc(C)c3n2)c1
- S3 lipid droplet: 3%
- S3 lipid droplet cell count max: 7
> COc1cccc2cc(/C(C)=N/NC(=O)c3ccco3)oc12
- S3 lipid droplet: u
- S3 lipid droplet cell count max: x
> Cc1ccc(/C=N/N=C2\SCC(=O)N2CC2CC2)cc1
- S3 lipid droplet: u
- S3 lipid droplet cell count max: x
> O=C(O)CN(Cc1ccccc1)S(=O)(=O)c1ccc(F)cc1
- S3 lipid droplet: u
- S3 lipid droplet cell count max: x
> O=C(NCc1nnnn1-c1ccc(F)c(F)c1)c1cc2ccccc2o1
- S3 lipid droplet: u
- S3 lipid droplet cell count max: x
> O=C(N/N=C/C1C(c2ccccc2)C1(Cl)Cl)c1cccc(Br)c1 (stereo not given)
- S3 lipid droplet: u
- S3 lipid droplet cell count max: x
> CC(=O)OCCN(Cc1ccccc1)Cc1ccc2c(c1)OCO2
- S3 lipid droplet: i
- S3 lipid droplet cell count max: 16
> CCCc1cc(=O)oc2cc(OCC(=O)NCCCn3ccnc3)ccc12
- S3 lipid droplet: i
- S3 lipid droplet cell count max: -1
> Cc1ccccc1-c1coc2cc(O)ccc2c1=O
- S3 lipid droplet: u
- S3 lipid droplet cell count max: x
> COc1ccc(/C=C/C(=O)Nc2sc(Cc3ccccc3)c(C)c2C(N)=O)cc1
- S3 lipid droplet: u
- S3 lipid droplet cell count max: x
> CCc1c(C)nc(SCc2cccnc2)[nH]c1=O
- S3 lipid droplet: i
- S3 lipid droplet cell count max: x
> COCn1c(=O)c2c(nc(SC3=NCCS3)n2Cc2ccccc2C)n(COC)c1=O
- S3 lipid droplet: -10%
- S3 lipid droplet cell count max: 9
> N#C/C(=C\c1ccccc1)C(=O)NC1CC1
- S3 lipid droplet: 20%
- S3 lipid droplet cell count max: x
